# TNAP act hi DEA – TNAP activators at high phosphate acceptor level, primary screen, biochemical, luminescence, uHTS. 200,000 tested, under 10 active. activation factor at 20 µM. purified TNAP, CDP-star luminescence, 1 M DEA, 30 min; active compounds read high; 0 = EDTA background, 1 = DMSO-only activity. Alkaline phosphatase, tissue-nonspecific isozyme (Homo sapiens), P05186;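 active means activation factor at least 2 at 20 µM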
# Target sequence (P05186 whole entry, looked up): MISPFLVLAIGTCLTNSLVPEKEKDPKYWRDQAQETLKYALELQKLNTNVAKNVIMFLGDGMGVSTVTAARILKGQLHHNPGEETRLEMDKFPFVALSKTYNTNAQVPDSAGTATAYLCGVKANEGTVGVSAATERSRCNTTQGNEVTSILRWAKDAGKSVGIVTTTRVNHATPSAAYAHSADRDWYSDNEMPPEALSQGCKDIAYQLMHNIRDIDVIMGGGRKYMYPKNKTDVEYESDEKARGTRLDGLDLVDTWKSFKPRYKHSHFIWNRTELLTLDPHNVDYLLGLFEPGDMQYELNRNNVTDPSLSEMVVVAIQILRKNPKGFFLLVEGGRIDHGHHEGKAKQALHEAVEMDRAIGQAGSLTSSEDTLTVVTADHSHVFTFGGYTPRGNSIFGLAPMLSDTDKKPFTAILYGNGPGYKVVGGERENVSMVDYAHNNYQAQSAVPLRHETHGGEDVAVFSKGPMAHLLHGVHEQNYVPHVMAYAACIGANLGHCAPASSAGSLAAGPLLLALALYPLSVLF
#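 system = human TNAP | amount = enzyme diluted 1/800 final | reagent = 100 µM CDP-star substrate | signal = luminescent substrate turnover signal | dosing = one dose, 20 µM | benchmarks = EDTA negative control, DMSO positive control | measure = activation factor | timing = 30 min reaction, room temperature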
# PMI activator – activators of human PMI, primary screen, biochemical, fluorescence intensity, near-Km mannose 6-phosphate; Mannose-6-phosphate isomerase (Homo sapiens), P34949; activation factor at 20 µM; purified human PMI, coupled resazurin fluorescence, 20 min; active compounds read high; 1 = vehicle control, 0 substrate-free wells; actives 0.005% (n = 190,000);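 active means activation factor of 2 or more at 20 µM, relative to plate controls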
# Target sequence (P34949 whole entry, looked up): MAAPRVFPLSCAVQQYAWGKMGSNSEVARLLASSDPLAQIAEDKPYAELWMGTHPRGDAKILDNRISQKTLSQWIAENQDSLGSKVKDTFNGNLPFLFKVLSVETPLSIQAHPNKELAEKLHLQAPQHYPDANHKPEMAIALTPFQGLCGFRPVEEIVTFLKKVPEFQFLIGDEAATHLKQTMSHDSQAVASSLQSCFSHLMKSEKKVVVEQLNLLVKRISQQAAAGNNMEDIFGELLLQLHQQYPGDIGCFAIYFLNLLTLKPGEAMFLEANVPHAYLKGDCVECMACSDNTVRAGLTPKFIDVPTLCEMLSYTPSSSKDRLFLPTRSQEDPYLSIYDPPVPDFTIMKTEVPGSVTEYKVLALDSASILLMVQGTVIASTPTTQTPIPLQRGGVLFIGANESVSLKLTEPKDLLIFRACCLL
# TNAP inh no acc – human TNAP enzyme inhibitors, primary screen, biochemical, luminescent, no phosphate acceptor, uHTS; Alkaline phosphatase, tissue-nonspecific isozyme (Homo sapiens), P05186; purified TNAP, CDP-star luminescence, 30 min; inhibition, % at 20 µM; actives 0.26% (n = 200,000); AID 1012, 2008;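 active means tissue-nonspecific alkaline phosphatase inhibition above about 50% at 20 µM in the single-dose screen, limit read from the data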;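 further: 0% = DMSO negative control and 100% = EDTA positive control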
# Diaph inh CS – diaphorase inhibitors and chemical oxidizers, primary screen, counter-screen for diaphorase-coupled primary assays, biochemical, uHTS, resorufin fluorescence; inhibition, % at 20 µM; actives 0.69% (n = 190,000); diaphorase resazurin-to-resorufin fluorescence, NADH, 16 min; bacterial (C. kluyveri) enzyme, not human; AID 1217, 2008;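 active means primary screen inhibition at 20 µM above a set limit, cut at about 50% in these data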;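 further: plate controls were DMSO with full reaction for no effect and wells lacking NADH for full effect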
#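 Detection: fluorescence of resorufin formed from resazurin, Ex 544/Em 590 nm; test system: Clostridium kluyveri diaphorase enzyme; amount: 0.14 U/mL diaphorase, enzyme working solution; times: 16-min room-temperature incubation before reading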
# PMI act satM6P – human PMI activators, high substrate, primary screen, biochemical, fluorescence intensity, near-saturating mannose 6-phosphate; Mannose-6-phosphate isomerase (Homo sapiens), P34949; coupled PMI enzyme assay, resazurin fluorescence, 20 min; active compounds read high; 1 = untreated enzyme, 0 = substrate-free blank; activation factor at 20 µM; actives 0.34% (n = 190,000); AID 1216, 2008;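 active means activation factor of 2 or more at 20 µM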
#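 Test system: human phosphomannose isomerase with PGI, G6PDH, diaphorase coupling enzymes; amount: 15 ng/mL PMI; incubation: enzyme reaction with compound 20 min at room temperature; technique: resorufin fluorescence (Ex 544/Em 590 nm) from resazurin via diaphorase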
# FLuc stim CS – FLuc activators, initial screening, artefact control for FLuc-dependent activation tests, biochemical, ATPlite luminescence | ATPlite luciferase biochemical, 10 min; 0 = ATP-free wells, 1 = DMSO control | activation factor at 10 µM | 200,000 tested, under 10 active;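 active means luciferase activation factor, scaled between plate controls, of at least 2 with compound at 10 µM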
#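 Material: Luciferase/luciferin reagent mix | Doses: Test compounds dosed from 2 mM stocks in 100% DMSO | Timing: 10 min incubation after luciferase reagent addition, room temperature | Measured by: Luminescence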
# Diaph act CS – compounds boosting diaphorase resazurin reduction – biochemical, uHTS, resorufin fluorescence, counter-screen for diaphorase-coupled primary assays, primary screen | Diaphorase/resazurin coupled assay, 16 min; active compounds read high; 1 = vehicle wells, 0 = NADH-free wells | activation factor at 20 µM | actives 0.005% (n = 190,000);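 active means diaphorase activity raised at least twofold by the compound at 20 µM; inactive means activation factor below 2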
#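 Test system: Clostridium kluyveri diaphorase, purified enzyme; input: enzyme 0.07 U/mL final; buffer or medium: 50 mM HEPES pH 7.4 with 4.542 mM MgCl2, 0.005% Tween 20; also added: 0.114 mM NADH and 0.1 mM resazurin, final amounts; schedule: 16 min enzyme reaction, ambient temperature; technique: fluorescence of resorufin, 544 nm excitation, 590 nm emission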
# G6PDH counter – L. mesenteroides G6PDH inhibitors, counter-screen for G6PDH-coupled screening assays, biochemical, Leuconostoc mesenteroides enzyme. inhibition, % at 5 µM. actives 0.12% (n = 200,000). Purified L. mesenteroides G6PDH, diaphorase/resazurin coupled fluorescence, 45 min. glucose-6-phosphate dehydrogenase [Leuconostoc mesenteroides]; in the data active means inhibition above about 50%
# TNAP inh hiacc – human TNAP enzyme inhibitors, primary screen, biochemical, luminescent, high phosphate acceptor level, uHTS; purified TNAP, CDP-star luminescence, 1 M DEA; inhibition, % at 20 µM; actives 0.03% (n = 200,000);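 active means over 50% inhibition of tissue-nonspecific alkaline phosphatase at 20 µM in the single-dose screen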;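 further: plate controls were DMSO wells for no effect and EDTA-quenched wells as full inhibition for full effect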
# Efa HMGR inh – inhibitors of E. faecalis class II HMGR, primary screen, biochemical, Enterococcus faecalis. inhibition, % at 10 µM. actives 0.41% (n = 190,000). HMG-CoA reductase (Enterococcus faecalis, mvaE). purified E. faecalis HMGR, NADPH absorbance 340 nm kinetic;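 active means inhibition above a set limit, the median over all tested compounds plus 3 SD, cut at about 9.5% in these data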;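 further: enzyme runs in reverse so mevalonate oxidation gives rising NADPH absorbance; 0% = complete reaction with DMSO and 100% = background rate lacking mevalonate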
# An asterisk follows results filed as active; nt = no result given.
compound	TNAP act hi DEA	PMI activator	TNAP inh no acc	Diaph inh CS	PMI act satM6P	FLuc stim CS	Diaph act CS	G6PDH counter	TNAP inh hiacc	Efa HMGR inh
O=C(CSc1nc2ccccc2[nH]1)Nc1ccc2c(c1)OCCO2	1.1	1	-15.6	15.8	1	0.9	0.8	15.4	-11.3	-3.7
COc1ccc(NC(=O)C(CC(=O)O)Cc2ccc(C)cc2)cc1 (stereo not drawn)	1	1.1	-7.3	-3.8	1.1	1.1	1	2.6	-4.6	-4.8
Cc1ccc(C)c2[nH]c(=O)c(CCNC(=O)c3ccc(S(=O)(=O)N(C)C)cc3)cc12	1	0.9	-2.5	7.2	1	1.1	0.9	-34.4	-4.3	-10.3
C=CCn1c(SCC(=O)Nc2c(C)n(C)n(-c3ccccc3)c2=O)nc2sc(C)c(C)c2c1=O	1	0.9	-7.1	15.1	1	1	0.8	-3.7	2.0	4.1
Cc1cc(C)cc(C(=O)NCC(=O)OCC(=O)NCC(F)(F)F)c1	1.1	1	-10.1	12.8	1	1	0.9	4.8	-7.8	1.6
COc1ccc(CC(=O)NC(c2ccccc2)c2ccccc2)cc1S(=O)(=O)N1CCOCC1	1	1	-15.1	14.0	1	1.1	0.9	5.1	-4.0	-5.0
O=C1/C(=C\c2ccc(Br)o2)Cc2ccccc21	1	0.8	-3.8	13.8	0.9	0.8	0.9	7.5	0.7	-1.1
COc1ccc(C(=O)CSc2nnc(-c3cccs3)n2-c2ccccc2)cc1	1	0.9	-2.0	6.6	0.9	1	0.9	8.9	-0.6	1.8
CC(NC(=O)C1CCCCC1)C(=O)NC1=NCCS1 (stereo not drawn)	1	1	-2.8	7.0	1	1	0.9	3.6	0.6	-2.4
O=C(N/N=C/c1ccccn1)c1cc(-c2cccc3ccccc23)n[nH]1	1	1	-47.1	29.7	1	1	0.7	-68.4	-0.4	-2.5
CCOc1ccc(NC(=S)N(Cc2ccc(Cl)cc2)Cc2ccco2)cc1	1	1	-0.8	21.3	1	1.1	0.8	14.5	-3.5	-1.4
CCCCc1c(O)c2ccccc2[nH]c1=O	1	1.1	-6.7	6.5	0.8	1	0.9	6.5	-2.3	3.7
NS(=O)(=O)c1ccc(NC(=O)c2ccccc2Cl)cc1	1	1.2	-16.0	12.2	1.4	1.1	0.9	-0.7	-3.6	-3.9
O=S(=O)(/N=C(/Nc1ccccn1)c1ccccc1)c1ccccc1	1.1	1	-10.9	3.1	1	1.1	1	1.7	-5.8	1.1
Cc1ccc(C)c(N2CCN(C(=O)C3CCN(c4nc(C)cc(C)n4)CC3)CC2)c1	1	0.8	0.7	11.2	0.9	1	0.9	5.1	0.2	2.5
COc1ccc(Cn2c(SC)nc3ccccc32)cc1[N+](=O)[O-]	1	1	-10.4	14.9	1	1	0.9	-9.0	-0.3	-2.4
Cc1ccc2nc(-c3cccc(N)c3)oc2c1	1	1	-3.3	6.3	1	0.1	0.9	1.3	-0.2	-1.7
CCOc1ccccc1-c1nc(SCC(=O)O)n[nH]1	1	1	0.5	13.8	1	1	0.9	-2.8	2.1	-1.4
C=CCn1c(=O)/c(=C/c2ccc(C)o2)s/c1=C(/C#N)C(=O)c1ccccc1	0.9	1.4	7.8	27.2	1.2	1.1	0.7	-3.7	12.6	-4.0
COC(=O)c1cc(NCc2c(F)cccc2Cl)ccc1N1CCOCC1	1.1	0.9	-10.5	19.3	0.7	1	0.8	4.0	-5.3	-5.5
CC(=O)c1cc2c(O)c(O)ccc2o1	1	0.2	17.9	73.5*	0.3	1.1	0.3	54.5*	2.7	-1.8
O=C(/C=C/c1cccc(Cl)c1)NCc1cccs1	1	0.9	-12.0	5.3	1	1	0.9	-0.5	-4.3	-4.8
COc1ccc(CC(=O)Nc2c3c(nn2-c2cccc(Cl)c2)CS(=O)(=O)C3)cc1	1	0.8	-10.0	18.9	0.9	1	0.8	4.5	2.2	0.6
CCc1ccccc1NC(=O)Nc1cccn(Cc2ccccc2F)c1=O	1	0.9	-5.8	22.6	0.8	1	0.8	4.8	-3.7	2.5
OCCNCc1cc(Br)ccc1OCc1ccccc1	1	1	-8.6	4.7	1	1	1	1.5	-2.6	-3.9
Cc1ccc2cc(C)c(NCCO)nc2c1	1	1	-10.2	5.6	1.1	1	0.9	-4.2	-2.4	-2.8
CCOc1ccc(CC(=O)Nc2ccc(-c3ccc4nnc(C)n4n3)cc2)cc1	1	1	-14.6	5.4	1.1	1.1	0.9	0.2	-2.2	0.1
O=C(CCc1nc2ccccc2c(=O)[nH]1)OCc1cccc(C(F)(F)F)c1	1	1	-7.1	20.9	1	1.1	0.8	14.2	0.1	-1.8
O=C(COC(=O)c1cccs1)NCc1ccc2c(c1)OCO2	1.1	1.1	5.3	-24.8	1.1	1	1.2	15.1	-6.3	0.9
Cn1c(=O)c(C(=O)CN2CC(=O)Nc3ccccc32)c(N)n(Cc2ccccc2)c1=O	1.1	1.5	-1.5	8.5	1.4	1.1	0.9	2.2	-5.8	-5.2
Cc1ccc(-n2c(SCC(=O)N3CCCc4ccccc43)nnc2-c2cccnc2)c(C)c1	1	0.8	-16.7	14.7	0.9	1	0.9	18.1	-3.5	-3.3
COc1cccc(S(=O)(=O)NCc2ccc(C(=O)Nc3ccc(Cl)c(Cl)c3)cc2)c1	1	1	-2.7	8.6	1.2	1	0.9	9.3	0.3	-3.2
Cn1nnc2c(sc3nc(N4CCOCC4)c4c(c32)CCCC4)c1=O	1	0.9	-5.5	17.7	0.9	1	0.8	-41.6	3.3	5.3
Cn1cc(Cl)c(C(=O)N(Cc2ccccc2)c2ccccn2)n1	1	1	-10.2	-4.1	1	1	1	0.0	-3.4	nt
O=C(Nc1sc2c(c1C(=O)O)CCCC2)c1cccs1	1.1	1.1	-11.0	29.1	0.9	0.6	0.7	3.0	-7.5	-5.1
Nc1ccc2nn(-c3cccc4ccccc34)nc2c1	0.9	0.6	-0.4	41.4	0.4	1	0.6	47.0	7.2	0.5
S=C(c1ccc[nH]1)N1CCOCC1	1	1	-8.3	16.7	0.9	1.1	0.8	6.5	-4.2	-4.4
CC(C)(C)C(=O)CN1C2=NCCN2c2ccccc21	1.1	0.9	-12.1	16.2	0.9	1.1	0.8	4.8	-8.4	-4.0
COc1cc(C2C(C#N)=C(N)Oc3cc4c(cc32)OCO4)cc(OC)c1OC (stereo not drawn)	1	1	-7.4	14.3	0.9	1	0.9	1.9	-3.8	-6.5
C=CCN(CC(=O)NCc1ccc(F)cc1)C(=O)c1csnn1	1	1	-1.3	3.3	1	1	1	6.6	2.1	-5.3
COc1cc(C(=O)Nc2cccc3ncccc23)cc(OC)c1OC	1	1	-11.9	0.3	1.1	1	1	19.9	-2.7	-3.6
CS(=O)(=O)Nc1ccccc1C(=O)NC1CC2CCC1C2 (stereo not drawn)	1	1	-11.7	-2.3	1	1	1	4.4	-3.8	-1.4
COCCn1c(=S)[nH]c2ncccc2c1=O	1	0.9	-5.4	14.7	0.9	1.1	0.9	-8.9	-4.9	-3.1
Cc1ccc2nc(NC(=O)CSc3ncnc4c3oc3ccccc34)sc2c1	1.1	1.1	17.4	-24.1	1.1	1.1	1.2	-39.5	-8.1	-7.8
Cc1ccc(OCC(=O)Nc2cccc(S(=O)(=O)N3CCCCCC3)c2)c([N+](=O)[O-])n1	1	0.9	-8.8	21.7	0.9	1	0.8	2.0	0.3	-3.7
Cc1c(C(=O)Nc2ccc(Br)cc2)cnn1C	1	1.1	-4.1	-2.8	1	0.9	1	3.3	-4.6	2.9
Cc1cccn2c(=O)c(/C=N/O)c(N3CCCCC3)nc12	1	0.9	-2.3	2.7	1	1	1	5.1	-2.8	5.0
COc1ccccc1NC(=O)c1cc(C(=O)Nc2ccccc2OC)cc(N2C(=O)CCC2=O)c1	1	1.2	-6.0	-5.2	1.1	1	1.1	10.3	2.1	4.5
Cc1nn(C(=O)c2cccnc2)c(C)c1C	1.1	1	-9.3	7.8	1	1.1	0.9	-1.3	-5.0	-0.3
Cn1c(=O)c(C(=O)Nc2ccccn2)c(O)c2ccccc21	1	1	-5.3	-1.1	1	0.3	1	1.4	-1.7	-9.6
COc1ccc(C(=O)N2CCC(C(=O)Nc3ccc4c(c3)OCCO4)CC2)cc1	1.1	1	-15.7	8.1	1	1	0.9	1.7	-9.0	5.6
O=C(CCNS(=O)(=O)c1ccc2c(c1)CCC(=O)N2)NCc1cccnc1	1.1	1	-13.8	12.2	1	1.1	0.9	-2.2	-6.0	-2.6

# Screening data deposited in PubChem by several laboratories.

# Not a hit list, and some 1.7% of all compounds hit somewhere here.
